Source: PubChem BioAssay (several laboratories)
RT RNaseH block: inhibitors of HIV-1 reverse transcriptase RNase H. RT-RNase H RNA/DNA duplex cleavage, fluorescence. inhibition, % at 10 µM. 65,000 tested, 1.9% active. AID 565; in the data active means inhibition above about 50%
RmlCD inh mix: mixture blocks RmlC and RmlD coupled enzyme activity; RmlC/RmlD coupled enzyme inhibition, 384-well mixture HTS; inhibition, % at 5.5 µM; 110,000 tested, 0.39% active; AID 1532; in the data active means inhibition above about 30%, passing the limit was not always enough; inconclusive means no clear call, values can overlap the other calls; further: strong numbers were not always called active
* marks the source's active call; other numbers are inactive results; u = inconclusive; x = not tested or not shown. Some of the compounds tested (hit frequency here may not be typical).

Results follow in this order: RT RNaseH block	RmlCD inh mix
O=C(NCc1ccco1)c1sc2cc(Cl)ccc2c1Cl
  x	-2.8
C#CCOCCOCCOCCNc1nc(N2CCN(C(=O)C([C@@H](C)CC)n3cc(C(N)CC(C)C)nn3)CC2)nc(N2CCN(C(=O)[C@H](CCC(=O)O)n3cc(C(N)CC(C)C)nn3)CC2)n1 (stereo not given in full)
  x	-2.7
Cc1noc(C)c1S(=O)(=O)N1CCC(C(=O)N2CCN(c3ccc(F)cc3)CC2)CC1
  2.5	19.9
O=C(CSc1nnc(-c2cccs2)n1-c1ccccc1)NCC1CCCO1 (stereo not given)
  -4.2	9.2
O=C(NCc1cccs1)c1ccc(N2CCCC2=O)cc1
  x	5.1
CCN(CC)c1ccc(C2C(C(=O)OC(C)C)C(=O)CC(C)(O)C2C(=O)OC(C)C)cc1 (stereo not given)
  x	-3.1
CCOC(=O)C1(C(C)(C)CC)CC(CSc2nc3ccccc3[nH]2)OC1=O (stereo not given)
  x	12.3
O=C(c1ccc(COc2c(F)c(F)c(F)c(F)c2F)o1)N1CCOCC1
  -7.1	-10.7
CCOc1cc(CNn2cnnc2)cc(Br)c1OCC(=O)NC1CCCCC1
  x	-0.2
CCn1c2ccccc2c2cc(N=C3SC(CC(=O)Nc4ccccc4OC)C(=O)N3C)ccc21 (stereo not given)
  x	-13.4
N#Cc1ccc(COc2ccc(CCO)cc2-n2nc3ccccc3n2)cc1
  -29.4	11.6
O=S(=O)(NC1CCCCC1NS(=O)(=O)c1ccc(F)cc1)c1ccc(F)cc1 (stereo not given)
  -2.0	6.4
Clc1ccc2oc(-c3ccccc3)nc2c1
  -13.4	13.2
CCOc1ccc(Oc2nc(NCC(C)C)nc(N(C)C)n2)nn1
  -7.7	12.8
Cc1cc(C(=O)N2CCc3ccccc32)n(-c2ccccc2)n1
  -28.4	-2.9
COc1ccc(OCCC(=O)OCc2c(C)noc2C)cc1
  x	7.2
CCC(=O)OCc1cc2cccc(C)c2[nH]c1=O
  -7.3	4.9
Nc1ncc(-c2nnnn2-c2ccc(Cl)cc2)c(-c2ccc(Cl)cc2)n1
  x	-15.2
O=C1NCCCC1C(=O)N1CCN(C(=O)C2CCCNC2=O)CC1 (stereo not given)
  -2.3	x
FC(F)(F)c1ccc2c(c1)nc1n2CCCC1
  -6.3	-7.0
N#Cc1cc(-c2ccccc2)cnc1Cl
  x	-4.5
O=C1c2ccccc2S(=O)(=O)N1CC(O)Cn1c2ccccc2c2ccccc21 (stereo not given)
  -31.4	-45.0
Cc1c(/C(O)=C2/C(=O)C(=O)N(CCCN3CCOCC3)C2c2ccncc2)cnn1-c1ccccc1 (stereo not given)
  -0.4	x
C=CCNC(=O)C1=NOC(CNC(=O)c2c(-c3ccccc3Cl)noc2C)C1 (stereo not given)
  x	14.7
O=C(Nc1cccc(O)c1)N1CCOCC1
  x	3.4
O=C(NCc1cccs1)C1CCCN(S(=O)(=O)c2cccs2)C1 (stereo not given)
  -11.2	-0.6
CCOc1ccc(OCCCC(=O)O)cc1
  x	u
CC(=O)Nc1ccc(S(=O)(=O)NC2(C(F)(F)F)NC(=O)N(C3CCCC3)C2=O)cc1 (stereo not given)
  -5.7	12.5
OC(COCC1COc2ccccc2O1)CN1CCN(c2ccccc2)CC1 (stereo not given)
  x	-13.8
O=C(O)CSc1nnc(-c2ccccc2O)n1Cc1ccccc1
  18.7	-4.9
O=C(CC1(O)C(=O)Nc2ccccc21)c1ccccc1 (stereo not given)
  -9.7	-1.1
COc1ccc(-c2noc(CCC(=O)NC3CCN(Cc4ccccc4)CC3)n2)cc1
  x	13.4
O=C(Nc1ccccc1-c1ccccc1)c1cnccn1
  -25.7	4.6
O=C(Nc1cccc2ccccc12)C1CCN(C(=O)NCc2ccccc2)CC1
  x	-11.2
O=C(c1ccco1)N1CCN=C1SCc1ccccc1F
  -19.3	-8.5
Cc1cccc(-n2ccnc2SCC(=O)Nc2nccs2)c1
  -40.2	-3.8
Cc1onc(-c2ccccc2Cl)c1C(=O)N1CCCc2ccccc21
  1.3	5.6
CC1CN(C(=O)c2cc3c(=O)n4ccccc4nc3s2)CC(C)O1 (stereo not given)
  -19.8	52.7*
Cc1oc(C(C)(C)C)cc1C(=O)NCC(=O)NCC(=O)O
  -7.0	6.9
Cc1cccc(CNc2ccc(C(CC(N)=O)NC(=O)c3cccc(Br)c3)cc2[N+](=O)[O-])c1 (stereo not given)
  x	-10.9
Cc1cc(/C=N\NC(=O)CC(=O)NC2CCCCC2)c(C)n1-c1ccc(Cl)c(Cl)c1
  x	8.0
Cc1c(C(=O)CN2CCSCC2)c2ccccc2n1C
  x	-6.1
O=C(CSc1nc2ccccc2s1)NC(=O)NCc1ccco1
  0.2	2.6
COC(=O)c1ccc2nc(NC(=O)CN3C(=O)CCC3=O)sc2c1
  32.2	-10.3
O=C(COc1cccc2ccccc12)N1CCN(c2ccccn2)CC1
  -62.7	6.8

Structural class: the compounds so far with bromine (2)
Results follow in this order: RT RNaseH block	RmlCD inh mix
CCOc1cc(CNn2cnnc2)cc(Br)c1OCC(=O)NC1CCCCC1
  x	-0.2
Cc1cccc(CNc2ccc(C(CC(N)=O)NC(=O)c3cccc(Br)c3)cc2[N+](=O)[O-])c1 (stereo not given)
  x	-10.9

Other structures.
Results follow in this order: RT RNaseH block	RmlCD inh mix
C/C(=N/NS(=O)(=O)c1ccc(Cl)cc1)c1cccc(O)c1
  x	-0.7
Cc1ccc2c(c1)c1ncnc(N3CCOCC3)c1n2C
  -21.3	x
O=C(Nc1ccc(Cl)cc1C(=O)NCC1CCCO1)c1ccco1 (stereo not given)
  -14.3	-12.0
CCOC(=O)N1CCN(C(=O)COc2ccc3c(c2)C(=O)CC2(CCN(C(C)=O)CC2)O3)CC1
  -18.0	19.2
CCn1c2ccccc2c2cc(NC(=O)CSc3nnc(-c4cccc(F)c4)o3)ccc21
  x	-10.8
CCOC(=O)CSc1nnnn1-c1cc(OC)ccc1OC
  -43.6	10.3
O=C(COn1nnc2ccc(Cl)cc21)NC12CC3CC(CC(C3)C1)C2
  x	-5.3
CCCn1nnc(NC(=O)c2cccc(OCC(C)C)c2)n1
  -5.5	5.5
COc1ccc(C(=O)Nc2cccc(/C(C)=N/NC(=O)c3ccc([N+](=O)[O-])c(C)c3)c2)cc1OC
  x	-16.2
COc1ccccc1CNC(=O)Cc1cc(=O)[nH]c(=O)[nH]1
  x	-11.1
CCOc1[nH]n(-c2ccc(Cl)cc2)c(=O)c1C=Nc1ccc(C)cc1
  x	-59.3
CCc1nc(SCc2cccnc2)c(C#N)cc1C
  -47.4	5.8
CCN(CC)c1ccc2cc(C(=O)Nc3ccccn3)c(=O)oc2c1
  -78.1	-37.0
Cc1cc(C)c2nc(N3CCCN(C(=O)c4cnccn4)CC3)c(C#N)cc2c1
  -17.8	4.3
O=c1c(F)cn(C2CCCO2)c(=O)n1Cc1c(F)cccc1Cl (stereo not given)
  -11.5	-6.4

Retrieved one by one from above (two):
Results follow in this order: RT RNaseH block	RmlCD inh mix
COc1ccc(C(=O)Nc2cccc(/C(C)=N/NC(=O)c3ccc([N+](=O)[O-])c(C)c3)c2)cc1OC
  x	-16.2
CCN(CC)c1ccc2cc(C(=O)Nc3ccccn3)c(=O)oc2c1
  -78.1	-37.0

(cont.)
Results follow in this order: RT RNaseH block	RmlCD inh mix
Cc1nc2cc(Cl)c(Cl)cc2nc1C
  -11.8	8.2
O=C(Oc1cccc(Br)c1)c1cccnc1
  -9.4	2.0
O=C(O)c1cccc(Cn2c(Cl)c(/C=N/NC(=O)c3ccccc3)sc2=O)c1
  x	13.1
CC1CCCC2(C1)NC(=S)N(c1ccccc1)N2 (stereo not given)
  x	2.1
Cc1ccc2oc(=O)c3cnn(CC(=O)Nc4cc(-c5cccc(F)c5)no4)c3c2c1
  x	7.5
CCn1c(=O)c(C2=NS(=O)(=O)c3ccccc3N2)c(O)c2ccccc21
  2.8	x
Cc1ccccc1NC(=O)c1sc2nc[nH]c(=O)c2c1C
  x	-68.0
Cc1cccc(NC(=O)N2CCC(NC(=O)c3ccccc3C)CC2)c1
  -2.8	5.9
CCC(=O)N1CCCc2cc(S(=O)(=O)N3CCN(C4CCCCC4)CC3)ccc21
  -8.4	3.0
COC(=O)c1ccc2ccn(CC(=O)NC3CCCCC3)c2c1
  x	23.7
CN(C)S(=O)(=O)c1cccc(C(=O)OCC(=O)Nc2sccc2C(N)=O)c1
  -3.9	-8.9
Cc1ccc(NC(=O)c2c(C(F)(F)F)nn(C)c2SCc2cccc(C(F)(F)F)c2)cc1C
  x	2.0
c1ccc(-c2ncnc3nc4n(c23)CCC4)cc1
  2.0	5.5
COc1cccc(CN(C)C(=O)c2ccc(S(=O)(=O)N3CCCC3)cc2)c1OC
  3.4	-14.7
Oc1cc(Cc2ccccc2)cnc1CN1CCCCC1
  -11.6	10.2
COc1ccc(NC(=O)c2c(OC)cccc2OC)c(OC)c1
  -10.8	-7.2
CCOc1ccccc1NC(=O)c1ccc(NC(=O)c2ccco2)cc1
  x	-2.0
O=C(Nc1ccc(Cl)c(Cl)c1)N1CC=C(c2ccccc2)CC1
  x	0.9
O=C(O)c1cc2c(s1)-c1ccccc1OC2
  -1.5	u
COC(=O)C[C@H]1c2ccc(C(F)(F)F)cc2S(=O)(=O)N1Cc1ccccc1
  x	-11.0
Cc1cc(=S)[nH]c2ccccc12
  19.9	x
O=C(Nc1cccc(F)c1)N(Cc1ccc(Cl)cc1)CC(O)C(F)(F)F (stereo not given)
  x	9.0
Cc1ccc(Cn2nnc3c(=O)n(CC(=O)c4ccccc4)cnc32)cc1
  7.3	-11.9
COC(=O)C(Cc1ccc(OC(=O)c2ccccc2C)cc1)N1Cc2ccccc2C1=O (stereo not given)
  x	-6.0
CC1(C)CC(=O)C=C(Nc2ccccn2)C1
  -10.3	15.8
COc1ccc(N2C3=[N+](CC2(C)O)c2ccccc2CC3)cc1 (stereo not given)
  0.1	6.5
CCOC(=O)CN(Cc1ccc(OC)c(OC)c1)S(=O)(=O)c1ccc(OC)cc1
  x	27.6
C[N+]1=C2CCCCCN2C(O)(c2ccccc2)C1 (stereo not given)
  26.3	-9.7
COc1ccc(C2CC(C(F)(F)F)n3nc(C(N)=O)c(Cl)c3N2)cc1OC (stereo not given)
  -7.5	-5.8
CN(C)c1ccc(/C=N/NC(=O)c2ccc(Cl)cc2)cc1
  x	31.2
Cc1c(F)cccc1NS(=O)(=O)c1ccccc1C#N
  -44.4	3.4
CCOC(=O)C(C(=O)Nc1cccc(C)n1)C1CCCCC1 (stereo not given)
  -5.5	-14.9
CC(C)CC(NC(=O)C(Cc1ccc(OCc2ccccc2)cc1)NC(=O)OC(C)(C)C)C(N)=O (stereo not given)
  x	7.6
NC(=O)SCC(=O)Nc1ccc(Cl)cc1
  15.9	-4.1
c1ccc(-c2ccc3ccccc3n2)cc1
  x	-126.0
COC(=O)CSc1nc(N)c(C#N)c(C(C)C)c1C#N
  -32.8	1.5
COc1ccc(C)cc1S(=O)(=O)N1c2ccccc2CC1C (stereo not given)
  x	4.0
COc1ccc(CCNC(=O)CSc2nnc(-c3ccc(F)cc3)o2)cc1OC
  2.7	6.6
CC1(C)Cc2ccccc2-c2nnc(SCC(=O)Nc3nc4ccccc4s3)n21
  -3.5	-5.9
O=C(CCC1CCCC1)N1CCN(C(=O)COc2ccccc2)CC1
  -1.2	-4.6
COc1ccc(CCN2C(=O)CC(N3CCOCC3)C2=O)cc1OC (stereo not given)
  x	9.8
CN(C)c1ccc(CNc2ncc(Br)cc2Br)cc1
  x	7.1
Cn1c(C(=O)N2CCN(c3ccccn3)CC2)cc2c(=O)n(C)c3ccccc3c21
  -3.4	x
O=C(C/C(=N/O)c1ccccc1O)C(F)F
  -10.4	-5.9
S=C1NC[C@H](CC2CCCCC2)N1CC1CCCCC1
  x	4.9
Cc1ccc2nc(N3CCN(C)CC3)c(C#N)cc2c1
  -3.7	-3.5
CC(=O)Nc1ccc(C(=O)CSc2nnc3scc(-c4ccccc4)n23)cc1
  4.9	-5.7
CC(C)(C)OC(=O)N1CCC2(CC1)Oc1ccc(F)cc1C(=O)C21CC(c2ccccc2)=NO1 (stereo not given)
  x	-12.1
O=C(CN1C(=O)CCC1=O)Nc1nc(-c2ccccn2)cs1
  -1.0	1.4
COCCNC(=O)CSc1nc2ccc(N3CCOCC3)cc2c(=O)n1Cc1ccc(OC)cc1
  x	0.2
O=C(NCN1CCCCC1)c1cnccn1
  -4.4	x
COc1cc(Br)cc(CN2CCN(C=O)CC2)c1O
  3.3	-8.7
COCC(=O)N(C)c1nnc(-c2cnc(C)cn2)s1
  -18.6	-9.1
CC1CCCCC1NC(=O)C1CCN(S(=O)(=O)c2ccc3c(c2)CCC(=O)N3)CC1 (stereo not given)
  -10.9	11.8
O=C1CC(Nc2ccc3ccccc3c2)C(=O)N1Cc1ccccc1 (stereo not given)
  x	3.5
CCC(Oc1ccccc1)C(=O)Nc1nnc(C)s1 (stereo not given)
  -0.3	9.5
CCOC(=O)C(NC(C)=O)C(OC(C)=O)c1cccc(N(CCO)CCO)c1 (stereo not given)
  -0.5	-11.0
CC(C)c1ccc(NC(=O)COc2ccc(S(=O)(=O)N3CCOCC3)cc2)cc1
  x	-16.3
CC(C)(C)c1cc(=O)n2c(C#N)c(C#N)nc2[nH]1
  1.1	9.3
Oc1ccc(-c2cn3c(n2)SCC3)cc1
  x	11.1

Later entries.
Results follow in this order: RT RNaseH block	RmlCD inh mix
COc1ccccc1N1CCN(C(=O)c2c(-c3ccccc3)noc2C)CC1
  -5.7	18.6
COc1ccc(S(=O)(=O)NCCc2ccccc2)cc1
  x	-11.7
Cc1ccc(C=C2C(=O)c3ccccc3C2=O)s1
  x	-6.8
CC(C)OC(=O)CSc1nnc(-c2cnccn2)n1C
  -9.0	-4.8
O=C(CSc1ncccn1)NC(=O)NCc1ccccc1
  -2.7	-11.4
